# Screening results from PubChem.
# SNCA expr inhib: inhibitors of alpha-synuclein (SNCA) gene expression. HEK-293 SNCA-luciferase knock-in, luminescence, 24 h. Potency, µM (titrated, usually from 57.2 µM), for inactives: at the top dose activity change, negative = inhibition, hits mostly inhibitors. actives 0.17% (n = 140,000). AID 1671194;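 note: potency is the fitted concentration of half-maximal effect; plate controls were DMSO cells for no effect and cell-free wells for full effect; nearly all actives have a fitted effect of over 45% in size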
# FLuc inh: blocks purified firefly luciferase enzyme activity; P08659; purified P. pyralis luciferase, luminescence, biochemical; Potency, µM (top dose mostly 115 µM), for the others: at the highest dose activity change, negative = inhibition, most hits filed as inhibitors; actives 2.5% (n = 76,000); AID 1347043; note: potency is the fitted concentration of half-maximal effect; nearly all actives have a fitted effect of over 65% in size
# Target sequence (P08659 whole entry, looked up): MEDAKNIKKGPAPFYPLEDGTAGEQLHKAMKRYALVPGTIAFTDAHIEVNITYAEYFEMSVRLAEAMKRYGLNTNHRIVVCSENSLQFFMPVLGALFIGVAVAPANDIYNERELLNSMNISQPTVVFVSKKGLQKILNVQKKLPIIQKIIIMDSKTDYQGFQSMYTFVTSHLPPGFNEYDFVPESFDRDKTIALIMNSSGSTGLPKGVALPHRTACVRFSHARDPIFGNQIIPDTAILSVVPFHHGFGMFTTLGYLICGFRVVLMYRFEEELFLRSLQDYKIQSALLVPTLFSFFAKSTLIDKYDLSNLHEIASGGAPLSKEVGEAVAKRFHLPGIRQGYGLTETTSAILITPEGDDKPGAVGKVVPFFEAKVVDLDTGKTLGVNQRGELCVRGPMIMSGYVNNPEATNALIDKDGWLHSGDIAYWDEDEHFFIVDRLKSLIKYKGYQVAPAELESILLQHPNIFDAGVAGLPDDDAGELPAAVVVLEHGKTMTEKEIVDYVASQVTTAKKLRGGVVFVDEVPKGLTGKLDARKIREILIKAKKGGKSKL
#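 Biochemical qHTS: compound (6-point titration) added to 10uM D-luciferin plus 10uM ATP in Tris acetate pH 7.5 buffer with Mg, Tween-20 and BSA, then purified enzyme at 10nM; light output imaged.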
# SNCA viab count: reduces viability of HEK-293 SNCA reporter cells; HEK-293-SNCA-luc viability, GF-AFC fluorescence, 24 h; Potency, µM (highest dose often 57.1 µM), for inactives: at the top dose activity change, negative = cytotoxicity, usual class: cytotoxic; actives 0.12% (n = 150,000); AID 1671193;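 note: potency is the fitted concentration of half-maximal effect; 0% = DMSO-treated cells and -100% = medium-only wells without cells; nearly all actives have a fitted effect of over 30% in size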
#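 Cytotoxicity counterscreen: after 24 h compound treatment of genome-edited SNCA-luciferase HEK-293 cells, live-cell protease substrate GF-AFC read by fluorescence after 30 min; activity scaled between DMSO (0%) and medium-only (-100%), curves Hill-fitted.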
# HEK293 tox: HEK 293 cell cytotoxicity. HEK 293 viability, ATP luminescence (CellTiter-Glo), 48-72 h. Potency, µM (series often up to 115 µM), inactives show top-dose activity change, negative = cytotoxicity, hits mostly inhibitors. actives 6.6% (n = 94,000); note: potency is the fitted concentration of half-maximal effect; nearly all actives have a fitted effect of over 60% in size
#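 HEK 293 seeded at 250 cells/well receive compound via pintool. After 48 or 72 hr at 37 degree Celsius, 5% CO2 and 95% humidity, CellTiter-Glo is dispensed and luminescence read following 10 min at room temperature.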
# IP6K1 inhibitor: inhibitors of human IP6K1; IP6K1 kinase, ADP-Glo luminescence, 2 h; active compounds read low; activity change, % (series mostly up to about 58 µM); actives 0.81% (n = 140,000); in the data active = activity change below about -25%
# Target sequence (Q92551 whole entry, looked up): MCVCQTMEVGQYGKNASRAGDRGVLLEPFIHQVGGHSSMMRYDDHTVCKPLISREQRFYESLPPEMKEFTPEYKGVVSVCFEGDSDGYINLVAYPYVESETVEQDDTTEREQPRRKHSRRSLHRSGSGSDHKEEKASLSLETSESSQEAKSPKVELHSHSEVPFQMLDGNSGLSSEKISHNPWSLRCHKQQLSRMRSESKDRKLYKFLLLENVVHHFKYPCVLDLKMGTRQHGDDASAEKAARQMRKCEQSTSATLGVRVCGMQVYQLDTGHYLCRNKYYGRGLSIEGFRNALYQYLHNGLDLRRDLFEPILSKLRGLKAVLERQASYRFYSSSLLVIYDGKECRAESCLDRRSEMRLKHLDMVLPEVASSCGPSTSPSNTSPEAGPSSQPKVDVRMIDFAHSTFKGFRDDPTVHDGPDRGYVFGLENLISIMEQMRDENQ
#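 ADP-Glo luminescence measures ADP made by human IP6K1 during a 2 h RT reaction with ATP/IP6 (mix at 1.3 mM/130 uM); top library doses 57.5 and 19.1 uM final.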
# NIH3T3 tox: NIH 3T3 cell cytotoxicity; NIH 3T3 viability, CellTiter-Glo ATP luminescence, 48-72 h; Potency, µM (series often up to 96.7 µM), for inactives: at the top dose activity change, negative = cytotoxicity, most hits filed as inhibitors; actives 4.3% (n = 94,000); note: potency is the fitted concentration of half-maximal effect; nearly all actives have a fitted effect of over 55% in size
#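 ATP-dependent luminescence (CellTiter-Glo) served as the viability signal for NIH 3T3 cells treated with compound for 48 or 72 hr at 37 °C.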
# GPT2 inh: inhibitors of human GPT2 alanine aminotransferase; Recombinant GPT2, coupled pyruvate oxidase/HRP Amplex Red fluorescence; Q8TD30; Potency, µM (top dose mostly 57.7 µM), for the others: top-dose activity change, negative = inhibition, most hits filed as inhibitors; AID 1671188; actives 0.25% (n = 100,000); note: potency is the fitted concentration of half-maximal effect; nearly all actives have a fitted effect of over 60% in size; many of its hits are not listed in these tables
#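 Fluorescence of coupled pyruvate oxidase/HRP/Amplex Red system (50uM Amplex, 30 min, dark) reports pyruvate formed by GPT2. Enzyme reaction: 10ng/uL GPT2, 2mM L-alanine, 250uM a-KG, 30 min room temperature, pH 7.5; 50uM AOA control.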
# * hit, by the source's call; i = inactive; u = inconclusive; x = no result given; [ ] = another dose, or the depositor's remark. Unless noted, calls come from the whole dose curve; as a rule, active = well fitted curve in the direction sought with a large enough effect; inconclusive = small, poorly fitted or top-dose-only effect, or another doubt; inactive = no such curve, though single readings can be large; an effect the other way counts as inactive or inconclusive. Unless noted, % is set by controls: 0 for no effect and ±100 for the full control effect.
item	smiles	SNCA expr inhib	FLuc inh	SNCA viab count	HEK293 tox	IP6K1 inhibitor	NIH3T3 tox	GPT2 inh
1	CCOC(=O)c1ccccc1NC(=O)Cn1nnc2sc3c(c2c1=O)CCCC3	-1.1%	x	u	x	18.8	x	x
2	Cc1ccc(S(=O)(=O)N2CCc3cc(C(=O)Nc4c(C)cccc4C(C)C)ccc32)cc1	-7.6%	x	8.5%	x	0.7	x	x
3	COc1ccc(N(CC(=O)N2CCN(c3cccc(C)c3C)CC2)S(=O)(=O)c2c(C)noc2C)cc1	-26.9%	x	-11.0%	x	-7.6	x	x
4	Cc1oc(-c2ccccc2F)nc1CS(=O)(=O)CC(=O)N1CCN(c2cccc(C(F)(F)F)c2)CC1	-25.4%	x	6.7%	x	-11.2	x	x
5	Cc1ccc(-c2nnc(Nc3cccc(O)c3)c3ccccc23)cc1S(=O)(=O)NCC1CCCO1 (stereo not drawn)	21.4%	x	u	x	-3.0	x	x
6	COC1CCCN(c2cc(-c3cccnc3)nc3c(C)noc23)C1 (stereo not drawn)	-7.8%[87.6 µM]	5.5%[172 µM]	9.9%[87.6 µM]	u	1.1	35.5µM*	-8.1%[88.5 µM]
7	Cc1ccc(C(=O)Nc2ccc3oc(-c4ccncc4)nc3c2)c(Cl)c1	34.6%[activator]	x	-11.7%	x	-13.2	x	x
8	O=C1N(c2ccccc2)c2ccccc2C12CCN(Cc1cncs1)C2 (stereo not drawn)	-27.4%	x	-9.1%	u	-13.5	-16.7%	i
9	Cc1cccc(OCC(=O)N2CC(C(=O)NCc3ccncc3)C3(CCOCC3)C2)c1 (stereo not drawn)	12.0%	-5.2%	-12.6%	-5.1%	31.7	-4.6%	-17.9%
10	CC(C)OC(=O)c1cc(C(=O)OC(C)C)cc([N+](=O)[O-])c1	-26.5%	x	14.7%	x	32.0	x	u
11	Cc1nc(C2(C)CCN(C(=O)c3cc(C)n(Cc4ccc(F)cc4)c3C)CC2)no1	-3.1%	x	-5.3%	u	19.8	u	i
12	O=C(NCc1ccccc1)N[C@H]1CO[C@H]2[C@@H]1OC[C@@H]2n1nnnc1Oc1ccc(-n2ccnc2)cc1	-3.2%	0.1%	-4.7%	-0.2%	-13.6	-1.6%	0.9%
13	COc1ccc(C(=O)NCCNC(=O)c2ccc(-c3cncnc3)cc2)cc1	x	x	x	-13.1%	-4.9	-13.5%	x
14	Cc1nnsc1C(=O)N[C@H]1CCN2C(=O)N(c3ccc(C(C)C)cc3)C(=O)[C@@H]2C1	-4.8%[87.6 µM]	u	-0.6%[87.6 µM]	-18.5%[172 µM]	13.5	-17.0%[174 µM]	-17.3%[88.5 µM]
15	O=C1COc2ccc(-c3cc(-c4ccc(F)cc4)c4c(n3)-c3ccccc3OC4)cc2N1	38.8%	x	0.3%	x	-0.8	x	x
16	CC(=O)N1CCCN(c2ccc3nnc(C)n3n2)CC1	x	x	x	1.1%[172 µM]	7.5	-29.9%[138 µM]	x
17	COc1ccc(N2CCN(C(=O)c3cnc(N4CCOCC4)c4ccccc34)CC2)cc1	-2.4%	x	1.7%	x	-3.4	x	x
18	COc1cccc2cc3c(c(O[C@@H]4O[C@H](CO[C@@H]5O[C@H](CO)[C@@H](O)[C@H](O)[C@H]5O)[C@@H](O)[C@H](O)[C@H]4O)c12)C(C)OC3=O (stereo partly drawn)	x	x	-19.5%[23.9 µM]	x	8.8	x	1.6%[27.3 µM]
19	CC(=O)N1CCCC1C(=O)N1CCC2(CC1)CC(=O)Nc1ccccc1O2 (stereo not drawn)	19.0%	x	-10.0%	-12.9%	-2.2	-12.2%	i
20	O=C(Nc1ccc(Cl)cc1)C1CCN(C(=O)c2ncn3c2COC(c2ccccc2)C3)CC1 (stereo not drawn)	60.5%[activator]	1.78µM*	2.6%	6.4%	0.4	i	i
21	Cc1ccc(C)c(CNC(=O)c2ccc3c(c2)nc2n3CCC(C)C2)c1 (stereo not drawn)	15.5%	x	0.2%	x	5.8	x	x
22	CCCNC(=O)CN1CCCc2nc(-c3ccccc3)ncc2C1=O	11.6%	x	6.2%	-7.6%	-10.6	-14.0%	4.2%
23	COc1ccc(CN2C(=O)COC[C@H]2C(=O)Nc2ccc3c(c2)OCCO3)c(OC)c1	8.8%	u	-9.9%	-1.4%	0.5	-0.4%	i
24	Cc1cccc(NC(=O)N2CCCCCC2CN2CCc3ccccc3C2)c1 (stereo not drawn)	-10.3%	-16.6%	-12.6%	u	-8.8	u	3.8%
25	Cc1cc(C(=O)N2CCC(c3noc(C4CC4)n3)C2)nn1C (stereo not drawn)	-4.5%	0.0%	-3.3%	-3.1%	-1.3	i	i
26	COc1ccc(C(=O)N2C[C@@H](Oc3ccccc3)C[C@H]2C(=O)N2CCOCC2)cc1F	-8.4%	2.8%	-10.0%	4.9%	9.6	-15.4%	i
27	CCc1ccc(C(=O)N2CCC(Cc3nc(-c4ccc(OC)cc4)no3)CC2)cc1	-27.8%	-8.6%	-12.1%	u	1.1	u	-16.5%
28	COc1ccc(C(=O)N2CCCN(S(=O)(=O)c3ccccc3)CCC(=O)NCC2)cc1F	-23.0%	2.9%	5.6%	-17.7%	-2.7	-13.0%	1.0%
29	CC1CCCN1c1ncnc2c1CN(c1cccnc1)C(=O)CN2C (stereo not drawn)	0.2%[87.6 µM]	-4.9%[172 µM]	11.2%[87.6 µM]	i	-14.0	i	-18.0%[88.5 µM]
30	O=C(NCCc1ccccc1)c1ccc(CS(=O)(=O)c2ccc(Br)cc2)o1	36.5%[activator]	x	21.4%	x	4.6	x	x
31	CCC(C)NC(=O)C1COC2(CCN(C(=O)C3CCC3)CC2)N1C(=O)c1ccc(OC)cc1 (stereo not drawn)	-9.7%	-5.5%	-0.5%	u	13.0	-13.9%	3.5%
32	COc1cc(OC)cc(C(=O)N2CCC(n3cc(-c4nc(C)no4)nn3)CC2)c1	u	1.4%	u	11.2%	10.4	4.0%	-4.0%
33	O=C(NC1CCc2nn(CC3CC3)c(=O)n2CC1)c1ccc(Cn2cncn2)o1 (stereo not drawn)	6.2%	-0.6%	-10.4%	2.2%	-5.7	-6.4%	i
34	CC1CCCN(c2ncnc3c2nc2n3CCCCC2)C1 (stereo not drawn)	90.8%[activator]	x	-16.9%	x	-2.0	x	x
35	O=C(NCc1ccc(F)cc1)c1nc(-c2ccc(Cl)cc2)c2ccccn12	7.1%	-13.9%	5.4%	u	10.5	-24.2%	-4.1%
36	Cc1nonc1CC(=O)NC1CC(c2cc(=O)[nH]c(C3CC3)n2)C1 (stereo not drawn)	10.6%	0.0%	0.6%	-1.4%	-14.9	-9.9%	i
37	COc1ccc(-c2cc(N3CCN(C(=O)c4cccc(F)c4)CC3)n[nH]2)cc1	-9.8%	-6.2%	-20.9%	u	15.6	-25.9%	i
38	COCCCNc1ncnc2c1CN(C1CCNC1)C(=O)CN2C (stereo not drawn)	4.1%	x	1.3%	-19.5%	-1.5	-16.9%	-14.4%
39	Cc1ccc2c(CNC3CCC(C)CC3)c(C(=O)O)n(Cc3cccc(F)c3)c2c1 (stereo not drawn)	20.2%	x	-14.0%	x	3.5	x	x
40	Cc1nc(C)c(C(=O)N2CC(Oc3ccc(-c4noc(-c5ccccc5)n4)cc3)C2)s1	35.0%[activator]	u	u	-17.2%	-7.3	-11.6%	i
41	COc1ccc(OC)c(CNC(=O)C23CCC=C2N(C2CCCC2)C(=O)CC3)c1 (stereo not drawn)	68.4%[activator]	x	u	-9.4%	5.1	-6.9%	-5.3%
42	CC[C@H]1CN(S(=O)(=O)c2ccc(OC)cc2)CC[C@H]1CC(=O)Nc1nccs1	1.6%[87.6 µM]	15.1%[172 µM]	u	u	-14.1	u	-1.4%[88.5 µM]
43	Cc1cc2cc(-c3c(C)noc3C)nc(Nc3ccccn3)c2o1	2.4%[87.6 µM]	7.7%[172 µM]	-11.0%[87.6 µM]	u	-3.8	u	1.2%[88.5 µM]
44	Cc1nn(-c2ccccc2)c2c1C(C)N(C1CN(C(=O)c3ccc(Cl)nc3)C1)C2=O (stereo not drawn)	x	x	x	u	0.8	u	x
45	CCC(C)C(=O)NCc1cc2c(nc1OC)CN(CCc1ccccn1)C2=O (stereo not drawn)	u	0.0%	2.3%	1.5%	20.0	-12.2%	1.0%
46	Cc1ccc(S(=O)(=O)N[C@H](C)c2c(-c3ccc(F)cc3)noc2C(=O)O)cc1	-16.2%[87.6 µM]	5.0%[172 µM]	5.0%[87.6 µM]	-1.6%[172 µM]	-15.3	-16.2%[174 µM]	-11.9%[88.5 µM]
47	COc1cccc(NC(=O)Cn2nnc(C(=O)NCc3cccs3)c2N)c1	19.0%	x	-11.9%	x	-2.3	x	x
48	COc1ccccc1-c1noc(CCC(=O)N2CCC(Cc3noc(C)n3)CC2)n1	17.4%	-1.6%	5.1%	-24.7%	4.7	-20.4%	3.5%
49	Cc1cc(C)c(Cn2cnc3nc4c(cc3c2=O)CCCC4)c(C)c1	12.4%	x	-7.4%	x	15.2	x	x
50	O=C(Cn1c(=O)oc2cc(S(=O)(=O)N3CCCCC3)ccc21)Nc1cccc(Cl)c1	-4.6%	x	-8.2%	x	21.1	x	x
51	CCOC(=O)C(C)NC(=O)c1c2c(nc3ccccc13)C(=O)N(C1CCCCC1)C2 (stereo not drawn)	-22.5%	x	-11.1%	x	15.4	x	x
52	CN1C(=O)c2cccn2CC1CNC(=O)c1cc2ccccc2[nH]1 (stereo not drawn)	39.6%[activator]	-7.8%	-6.2%	-26.2%	1.4	-7.1%	i
53	COc1ccc(NC(=O)c2oc3ccc(S(=O)(=O)N4CCCCC4)cc3c2C)cc1	u	x	u	x	4.1	x	x
54	COc1ccc(CNC(=O)C[C@@H]2CCNC[C@@H]2Cc2cc(CN3CCOCC3)on2)cc1	-11.2%	-6.1%	0.8%	-9.6%	6.9	-6.6%	0.0%
55	O=C(NCc1cccc(C(F)(F)F)c1)C1(CCO)CC12CCN(c1ncccn1)CC2 (stereo not drawn)	16.5%	x	-6.7%	u	28.6	-32.0%	i

# 4 records drawn at random from the list so far, as already listed:
item	smiles	SNCA expr inhib	FLuc inh	SNCA viab count	HEK293 tox	IP6K1 inhibitor	NIH3T3 tox	GPT2 inh
40	Cc1nc(C)c(C(=O)N2CC(Oc3ccc(-c4noc(-c5ccccc5)n4)cc3)C2)s1	35.0%[activator]	u	u	-17.2%	-7.3	-11.6%	i
31	CCC(C)NC(=O)C1COC2(CCN(C(=O)C3CCC3)CC2)N1C(=O)c1ccc(OC)cc1 (stereo not drawn)	-9.7%	-5.5%	-0.5%	u	13.0	-13.9%	3.5%
49	Cc1cc(C)c(Cn2cnc3nc4c(cc3c2=O)CCCC4)c(C)c1	12.4%	x	-7.4%	x	15.2	x	x
45	CCC(C)C(=O)NCc1cc2c(nc1OC)CN(CCc1ccccn1)C2=O (stereo not drawn)	u	0.0%	2.3%	1.5%	20.0	-12.2%	1.0%

# Only part of the results is shown, so the mix of outcomes need not match the whole.
